# ARFGAP1 inh: inhibits rat ARF GTPase activating protein 1. Arfgap1-stimulated ARF1 GTP hydrolysis, GDP FP detection. inhibition, % at 16.5 µM. actives 0.26% (n = 360,000). Q62848;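 active means inhibition above a per-plate limit, mean inhibition of low control wells plus 3 SD, cut at about 25% in these data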;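 further: 0% = DMSO wells with enzyme and 100% = wells lacking Arfgap1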
# Target sequence (Q62848 1-136 limits assumed): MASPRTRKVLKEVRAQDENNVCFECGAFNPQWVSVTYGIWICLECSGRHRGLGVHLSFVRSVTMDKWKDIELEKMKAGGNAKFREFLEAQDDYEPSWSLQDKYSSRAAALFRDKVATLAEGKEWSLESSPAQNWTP
#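 Replicates: Single well per compound | Assay system: Truncated rat Arfgap1 GAP domain | Control set: No-Arfgap1 wells (100%) versus DMSO full-reaction wells (0%) | Times: Enzyme reaction 120 min at 25 °C after 20 min preincubation | Reagent: Human ARF1(Δ1-17)-GTP substrate | Measured by: Tracer-displacement fluorescence polarization with EDTA stop, 620/688 nm | Measure: Percent inhibition of Arfgap1-stimulated GTP hydrolysis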
# PLC-gamma1 inh: PLC-gamma1 (human) inhibition, primary screen; inhibition, % at 12.2 µM; P19174; actives 0.84% (n = 370,000); purified PLC-gamma1, fluorogenic substrate, fluorescence; AID 720700; in the data active means inhibition above about 9.5%
# ASAP1 inh: inhibitors of human ASAP1 ArfGAP activity; Q9ULH1; ASAP1-stimulated ARF1 GTP hydrolysis, GDP FP detection; inhibition, % at 16.5 µM; actives 0.19% (n = 360,000); in the data active means inhibition above about 25%;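 further: 0% = vehicle with enzyme and substrate and 100% = no enzyme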
# PLCb3 inh: PLC-beta3 (human) inhibition, primary screen; Purified PLC-beta3, fluorogenic substrate, fluorescence; inhibition, % at 12.2 µM; actives 0.18% (n = 370,000); AID 720704; in the data active means inhibition above about 11%;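 further: 0% = median of compound wells on plate and 100% = full blocker control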
# Tn7 DDE FP: disrupts Tn7 cyclic peptide binding to fibrin D-Dimer-E complex; P02675; FP displacement of FITC-Tn7 peptide from fibrin DD(E); 0% = median of compound wells per plate; inhibition, % at 8.3 µM; actives 0.13% (n = 370,000);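 active means inhibition above the mean of compounds falling within the control limits plus 3 SD of them, cut at about 14% in these data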;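 further: 0% = plate median of compound wells and 100% = 10 µM Aha-Tn7 peptide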
#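 Assay system: human fibrin DD(E) protein / Input: 2 µM fibrin DD(E) / Benchmarks: high control of 10 µM Aha-Tn7 peptide / Measured by: fluorescence polarization of the labelled Tn7 tracer / Medium: Tris buffer with calcium and detergent, pH 7.8 / Timing: 10 min compound pre-incubation, 3 h probe incubation at room temperature / Repeats: one replicate per compound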
# ADAM10 inh: inhibits human ADAM10 | O14672 | recombinant ADAM10, EDANS/DABCYL FRET peptide cleavage, 3 h | inhibition, % at 7 µM | actives 0.62% (n = 370,000);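 active means inhibition above a per-campaign cutoff equal to the mean of compounds falling between control-based bounds plus 3 SD, cut at about 20% in these data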;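 further: 0% = DMSO wells while the 100% control is not disclosed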
# SIAE inh: inhibitors of human sialic acid acetylesterase SIAE | Q9HAT2 | SIAE FP-Rh probe binding, fluorescence polarization | inhibition, % at 9.66 µM | actives 0.69% (n = 370,000);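 active means inhibition above a cutoff: mean of compounds within the control limits plus 3 SD of those, cut at about 17% in these data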;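 further: 0% = plate median of compound wells and 100% = probe without SIAE protein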
# TDP2 inh: blocks human TDP2 phosphodiesterase activity | O95551 | recombinant TDP2, T5PNP hydrolysis, p-nitrophenol absorbance 415 nm | inhibition, % at 12.8 µM | actives 0.34% (n = 370,000);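 active means inhibition above the mean of all tested compounds plus 3 SD, set per campaign, cut at about 25% in these data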;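 further: 0% = DMSO with enzyme and 100% = buffer with substrate but no TDP2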
#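 System: recombinant human TDP2 / Amount: 120 nM TDP2 per well / Also added: 5 mM T5PNP chromogenic substrate / Doses: 12.8 µM single point, 1% DMSO / Incubation: 2 h at 37 °C / Detection: p-Nitrophenol epi absorbance / Evaluation: % inhibition relative to enzyme-containing and enzyme-free wells / Repeats: singlicate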
# Tn6 DDE FP: inhibitors of Tn6 peptide binding to human fibrin DD(E); Fibrin DD(E) TRITC-Tn6 fluorescence polarization displacement; inhibition, % at 8.3 µM; AID 720509; actives 0.21% (n = 370,000);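 active means inhibition above a per-campaign cutoff: mean of compounds within control limits plus 3 SD, cut at about 15% in these data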;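 further: 0% = median of all compound wells on the plate and 100% = blocking peptide control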
# ADAM17 inh: inhibitors of human ADAM17; P78536; recombinant ADAM17, EDANS/DABCYL FRET peptide cleavage; inhibition, % at 6.95 µM; actives 0.83% (n = 370,000);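 active means inhibition above the mean of compounds lying between control limits plus 3 SD, set per campaign, cut at about 8.5% in these data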;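 further: 0% = DMSO-only wells as the low control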
# Target sequence (P78536 215-824 limits assumed): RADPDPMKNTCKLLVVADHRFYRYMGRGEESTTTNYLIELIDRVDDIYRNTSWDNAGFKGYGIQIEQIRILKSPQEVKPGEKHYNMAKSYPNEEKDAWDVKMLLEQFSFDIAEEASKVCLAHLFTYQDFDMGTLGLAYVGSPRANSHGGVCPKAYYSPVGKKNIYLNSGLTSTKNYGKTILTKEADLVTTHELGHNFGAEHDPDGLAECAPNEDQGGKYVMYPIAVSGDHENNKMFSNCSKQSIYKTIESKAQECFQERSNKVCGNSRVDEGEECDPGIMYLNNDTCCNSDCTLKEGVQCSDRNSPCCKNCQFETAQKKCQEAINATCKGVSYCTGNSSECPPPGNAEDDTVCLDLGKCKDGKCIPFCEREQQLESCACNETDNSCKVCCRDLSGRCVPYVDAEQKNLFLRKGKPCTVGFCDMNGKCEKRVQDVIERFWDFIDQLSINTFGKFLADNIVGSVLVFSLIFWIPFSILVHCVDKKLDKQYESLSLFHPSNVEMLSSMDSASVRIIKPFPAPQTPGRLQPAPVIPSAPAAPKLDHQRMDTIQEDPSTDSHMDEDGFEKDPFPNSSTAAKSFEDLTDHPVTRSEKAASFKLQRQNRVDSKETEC
# * marks the source's active call; other numbers are inactive results; i = inactive.
# Every second line gives: ARFGAP1 inh	PLC-gamma1 inh	ASAP1 inh	PLCb3 inh	Tn7 DDE FP	ADAM10 inh	SIAE inh	TDP2 inh	Tn6 DDE FP	ADAM17 inh
C[C@H](CO)N1C[C@H](C)[C@@H](CN(C)S(=O)(=O)c2ccccc2)Oc2ccc(NC(=O)C3CC3)cc2C1=O
→ 7	1	6	-1	8	-2	0	4	-8	-1
Clc1nc(-c2ccccn2)nc2scc(-c3ccccc3)c12
→ 7	-116	-17	-128	6	-46	-10	1	0	-18
Cc1ccc(OCC(=O)Nc2ccc3c(c2)nc(CCN2CCCCC2)n3C)cc1
→ -12	4	-14	4	-2	-59	2	6	3	-23
O=C(O)C1(NS(=O)(=O)c2ccc(Cl)cc2)CCCCC1
→ 7	0	-2	2	1	5	-2	11	-4	-4
Cc1cc(C(=O)N/N=C2\CC(=O)CC(C)(C)C2)n[nH]1
→ 14	-26	4	-42	7	-19	0	-1	-8	-8
Cc1ccc(S(=O)(=O)N(CC(=O)Nc2ccc(C)cc2C)C(=O)N2CCN(C)CC2)cc1
→ -2	-1	2	-1	2	-8	-4	5	1	-4
O=C(COC(=O)C1CC1)NCc1ccc(Cl)cc1Cl
→ 17	7	-4	-4	-3	-16	-3	-9	-8	-2
O=C(COC(=O)CC12CC3CC(CC(C3)C1)C2)Nc1cccnc1Cl
→ 5	-2	9	-3	6	-1	10	-17	3	1
C/C(=N/NC(=O)c1nnn(-c2nonc2N)c1-c1ccccc1)c1ccc2c(c1)OCO2
→ 6	1	8	-7	3	-3	-3	-5	2	-1
Cc1cc(C(=O)N2CCCC(C(=O)c3ccc(Oc4ccccc4)cc3)C2)n[nH]1 (stereo not drawn)
→ 2	0	2	-7	-1	5	7	9	-2	1
Cn1c(NC(=O)c2ccc(F)cc2)nc2ccccc21
→ 7	-8	-6	-14	0	2	-6	15	-11	-3
Cn1cc(C=O)c2cc(F)ccc21
→ 9	5	-2	-1	-1	-8	-1	-11	3	3
Cc1ccc(-c2nn(-c3ccccc3)cc2C(=O)N2CCN(C3CCS(=O)(=O)C3)CC2)cc1 (stereo not drawn)
→ 3	-3	-1	-4	2	-2	1	-1	-2	-3
CC(NCc1nc2ccccc2n1C)C12CC3CC(CC(C3)C1)C2 (stereo not drawn)
→ 0	1	4	-5	1	-4	-2	1	2	-3
CC(=O)OC1(C(F)(F)F)Oc2ccccc2NC1=O (stereo not drawn)
→ 6	0	1	4	3	4	-3	0	9	1
Cc1ccc(-c2nc(C#N)c(NCC3CCCO3)o2)cc1 (stereo not drawn)
→ -17	-242	-2	-341	0	i	6	-4	0	-204
CCN(CC(=O)Nc1c(F)cccc1F)C(=O)C1CCN(S(=O)(=O)c2ccc(C)cc2C)CC1
→ -4	3	9	-2	5	0	-1	-8	4	3
COCCNC(=O)/C(C#N)=C1\N=C(NC(=O)c2ccco2)c2ccccc21
→ 8	4	-7	1	-2	1	-4	-5	6	5
Nc1nc2c(s1)COc1ccccc1-2
→ -1	-9	4	-7	-1	-10	4	-2	6	-3
Cc1cccc(N2CCN(C(=O)C3CCN(c4nnc(-n5cccc5)s4)CC3)CC2C)c1 (stereo not drawn)
→ 9	-2	-3	0	7	-9	-2	2	8	0
COc1ccc(CN(C(=O)c2nsc(Cl)c2Cl)C(C(=O)NC2CCCC2)c2ccc(C)cc2)cc1 (stereo not drawn)
→ -3	2	0	4	8	13	-1	-18	-5	10*
O=C(c1coc2ccccc2c1=O)N1CCN(c2cccc(C(F)(F)F)c2)CC1
→ -6	0	-5	0	2	0	-6	7	7	1
CCOC(=O)c1cccc(NC(=O)CN2C(=O)C3CC=CCC3C2=O)c1 (stereo not drawn)
→ 9	3	17	-5	-1	-7	7	-3	-6	-1
CC(C)C(C(=O)OCC(=O)c1cccc([N+](=O)[O-])c1)N1C(=O)[C@@H]2[C@H]3CC[C@H](C3)[C@@H]2C1=O (stereo partly drawn)
→ 3	1	5	3	3	1	-1	-4	-6	-3
CC1(C)CC(=O)C2=C(C1)OC(N)=C(C#N)C2c1ccccc1[N+](=O)[O-] (stereo not drawn)
→ 6	-144	-5	-168	8	-142	4	12	-6	-56
CCCn1c(NC(=O)c2ccccc2Br)nc2ccccc21
→ -12	-3	6	-17	-5	-12	10	6	-1	-8
CC(C)(C)c1ccc(C(=O)NC(Cc2ccccc2)C(=O)O)cc1 (stereo not drawn)
→ -5	-1	5	-1	-2	-1	2	2	3	-1
CCN1C(=O)/C(=C\c2ccncc2)SC1=Nc1ccc(C)c(C)c1
→ -13	1	-1	-2	9	1	-2	3	-3	-1
CN(c1ccccc1)S(=O)(=O)c1ccc(C(=O)NCc2ccccc2F)cc1
→ -1	1	9	-2	-1	5	-5	1	5	4
CCCc1nnc(NC(=O)CCC(=O)NCc2ccccc2)s1
→ 3	1	5	-10	1	5	-4	-21	-1	-5
COc1ccc(C2/C=C\CN(S(=O)(=O)c3ccc(-c4ccccc4)cc3)CC(=O)N2Cc2ccc(F)cc2)cc1 (stereo not drawn)
→ -6	1	-2	4	4	7	-3	-1	-7	2
Cc1ccnc(NS(=O)(=O)c2ccc(NC(=O)Cc3ccc(Br)cc3)cc2)n1
→ 10	-4	-12	-3	-4	-10	-2	-1	-7	-1
O=C(CSCc1ccc(Cl)cc1)N/N=C/c1ccc(OCC(=O)Nc2ccccc2)cc1
→ -1	-7	5	-4	5	-4	-3	7	-1	-2
COc1ccc(NC(=O)c2[nH]c(C)c(C(C)=O)c2C)cc1
→ 0	-2	6	-6	6	-3	4	-12	-2	-5
CN(CCc1ccccn1)C(=O)CCC1CCCN(C(=O)c2n[nH]c3c2CCCC3)C1 (stereo not drawn)
→ 1	4	-9	2	-1	-1	-3	-3	-4	-1
O=C(O)CSc1c(-c2cccs2)[nH]c2ccccc12
→ 4	-7	16	-12	2	-32	8	12	-3	-10
O=C1c2ccccc2C(=O)N1CCC(=O)N1CCc2ccccc21
→ -2	2	-2	3	2	-1	5	6	8	-3
CCCN1CCN(CCCNC(=O)CN2C(=O)COc3ccc(C(C)(C)C)cc32)CC1
→ -6	0	0	1	2	-14	0	-4	-1	0
O=C(Nc1ccc(S(=O)(=O)N2CCCC2)cc1)C1CC(=O)N(CCc2ccccc2)C1 (stereo not drawn)
→ -1	2	4	-8	-1	-6	0	3	-2	-3
CC(=O)N(C(C)=O)c1ncn(C)c1S(=O)(=O)Nc1ccccc1
→ 2	-2	-16	-4	10	-12	1	2	6	-3
CCOC(=O)CSc1nc(CC)nc2ccccc12
→ 11	0	-13	0	5	-1	2	2	2	-4
c1ccc(-n2nnnc2NC2CCCCC2)cc1
→ -9	1	-2	-2	1	-4	5	8	3	-4
COc1ccc2nc(-c3ccccc3)cc(OC)c2c1
→ 0	-22	-8	-23	1	-82	4	-5	4	-21
NC(=O)CC(NC(=O)Cc1cccc2ccccc12)c1ccc(NC2CC3CCC2C3)c([N+](=O)[O-])c1 (stereo not drawn)
→ -5	1	-7	3	2	-4	2	4	-3	-2
Cc1ccc(C)c(CC(=O)N2CCCC(c3cc(C(=O)NCc4ccccc4)no3)C2)c1 (stereo not drawn)
→ 5	0	-7	-2	-2	3	3	4	0	0
Cc1nc(SCC(O)CCl)c([N+](=O)[O-])[nH]1 (stereo not drawn)
→ 1	11*	1	13*	1	4	-2	-18	-4	5
Cn1c(=O)c2c(n(C)c1=O)n(C)c(=O)n2C
→ -15	3	-12	6	-3	-8	4	-4	3	1
O=C(CSc1nnc(Cn2c(=O)sc3ccccc32)n1-c1ccccc1)NCc1ccco1
→ -7	-4	-9	-4	-4	-7	-4	3	0	-1
CC(=O)c1ccccc1OCCOCCOCCOc1ccccc1C(C)=O
→ 10	-2	-21	-6	7	-9	2	-2	3	-7
O=C(OCc1cc2ccccc2[nH]c1=O)c1cccs1
→ -1	-1	9	1	-12	-33	-4	13	0	-11
O=C(Nc1ccc(NC(=O)c2ccccc2Cl)cc1)c1cccnc1
→ 0	1	3	-4	6	-7	-6	-1	1	-2
Cc1c(Br)c([N+](=O)[O-])nn1CC(=O)NCCc1c[nH]c2ccccc12
→ -10	3	5	-2	-3	3	6	17	3	-1
CC1CCCCC1NCC(=O)Nc1ccccc1-c1ccccc1 (stereo not drawn)
→ 6	5	4	1	-3	5	5	-4	6	0
CN(C)CCN(C(=O)c1ccc2c(c1)CCCC2)c1nc2c(F)cccc2s1
→ 2	-11	-8	-29	-3	-14	1	-3	2	-8
COc1ccc(C(=O)/C=C(\C)Nc2ccc(NC(C)=O)cc2)cc1
→ -5	3	-8	-9	-2	9	-2	-9	0	4
O=C(CC1C(=O)NCCN1Cc1cccc(F)c1)NCCCCCN1CCOCC1 (stereo not drawn)
→ 14	-8	5	-17	-4	-13	10	17	9	-5
O=c1[nH]c2ccccc2n2cnnc12
→ -6	1	-2	1	6	0	3	3	-8	-4
CCCc1nn2c(=O)cc(O)nc2s1
→ -2	-7	9	-9	2	-18	3	-3	-5	-5
CCc1ccccc1NC(=O)CSc1nnc(C2CC2)n1CC1CCCO1 (stereo not drawn)
→ 10	1	-6	-7	4	-7	-1	11	-4	-2
O=C(CN1CCN(S(=O)(=O)c2ccccc2)CC1)Nc1ccnn1C1CCCC1
→ 7	5	-5	-10	-2	-14	2	-2	2	-3

# Already shown: 2 of the compounds above.
# Every second line gives: ARFGAP1 inh	PLC-gamma1 inh	ASAP1 inh	PLCb3 inh	Tn7 DDE FP	ADAM10 inh	SIAE inh	TDP2 inh	Tn6 DDE FP	ADAM17 inh
C[C@H](CO)N1C[C@H](C)[C@@H](CN(C)S(=O)(=O)c2ccccc2)Oc2ccc(NC(=O)C3CC3)cc2C1=O
→ 7	1	6	-1	8	-2	0	4	-8	-1
Clc1nc(-c2ccccn2)nc2scc(-c3ccccc3)c12
→ 7	-116	-17	-128	6	-46	-10	1	0	-18

# (more compounds)
# Every second line gives: ARFGAP1 inh	PLC-gamma1 inh	ASAP1 inh	PLCb3 inh	Tn7 DDE FP	ADAM10 inh	SIAE inh	TDP2 inh	Tn6 DDE FP	ADAM17 inh
CCCNc1c(NC(=O)COc2ccc(Cl)cc2)c(=O)oc2ccccc12
→ 7	-4	4	-11	-2	-2	-3	-7	0	-1
COC(=O)c1ccc2c(=O)n(CCCCCC(=O)O)c(=S)[nH]c2c1
→ 4	-3	-3	-1	-2	-17	3	5	7	-6
CNC(=O)c1ccc(-c2nc(-c3ccccc3)cs2)cc1
→ 0	-26	2	-30	1	-234	-5	2	3	-68
COC(=O)CSc1nsc(SCC(=O)OC)n1
→ -1	2	5	1	0	1	-2	5	-6	-2

# Source: PubChem BioAssay
